SIRT5 inh: blocks human SIRT5 desuccinylation of peptide | inhibition, % at 15 µM | Q9NXA8 | 1.1% of 330,000 active | Purified SirT5, succinyl-peptide AMC, trypsin-coupled fluorescence; in the data active means inhibition above about 15%; inconclusive means no clear call, values can overlap the other calls
Target sequence (Q9NXA8 whole entry, looked up): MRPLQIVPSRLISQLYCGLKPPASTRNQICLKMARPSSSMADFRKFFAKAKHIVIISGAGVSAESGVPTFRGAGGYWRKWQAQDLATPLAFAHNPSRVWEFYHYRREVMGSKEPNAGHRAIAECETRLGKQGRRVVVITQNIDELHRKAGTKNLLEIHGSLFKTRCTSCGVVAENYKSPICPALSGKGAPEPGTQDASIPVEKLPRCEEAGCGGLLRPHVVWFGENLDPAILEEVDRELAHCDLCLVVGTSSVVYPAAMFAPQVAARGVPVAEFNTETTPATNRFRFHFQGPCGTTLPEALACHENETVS
Statin myotox sup: suppressors of simvastatin-induced myotoxicity in C2C12 myotubes | ATP luminescence, 48 h; scaled: DMSO 0, geranylgeraniol control 100 | rescue of ATP level, % at 7.49 µM | 0.78% of 330,000 active;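 active means mean ATP rescue above about 67%, or every replicate alone reaching that limit, limit read from the data, passing the limit was not always enough; inconclusive means no clear call, values can overlap the other calls; inactive means mean under the limit and some replicate under it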;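 further: myotubes were challenged with 10 µM simvastatin during compound exposure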
DENV2 CPE rescue: DENV2-induced cell death inhibition | DENV2-infected cells, cytopathic effect rescue, plate reader | CPE inhibition, % at 9.99 µM | AID 651640 | 1.7% of 350,000 active; in the data active means CPE inhibition above about 20%, passing the limit was not always enough; inconclusive means no clear call, values can overlap the other calls; tested in BHK-21 cells;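 further: 0% = median of neutral control wells and 100% = median of positive control wells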
E-sel inducer: E-selectin induction on HUVECs | AID 686992 | activation, % at 7.58 µM | 0.37% of 260,000 active | P16581 | HUVEC E-selectin immunofluorescence imaging; normalized: neutral wells 0, TNF-alpha wells 100;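 active means mean E-selectin-positive cell signal at least 10% of the positive control, reached in at least 60% of replicates, without over 20% cell loss; inconclusive means no rule given, readout overlaps actives, possibly toxicity-flagged; inactive means the rest, including those meeting only one limit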;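 further: in these data hits start at about 27%; measured in HUVEC primary endothelial cells; signal is the percent of cells scored E-selectin positive by PE staining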
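Assay system: HUVEC, human umbilical vein endothelial cells / Amount: 3,000 HUVEC/well / Controls: TNF-alpha positive control, DMSO neutral control / Compound dosing: single concentration / Medium: EGM-2 over gelatin coat / Evaluation: percent E-selectin-positive cells / Signal: immunofluorescence imaging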
ERp5 block: ERp5 (human) disulfide isomerase inhibition; ERp5 insulin aggregation, absorbance 650 nm, 90 min; inhibition, % at 9.99 µM; 0.05% of 350,000 active;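 active means mean replicate inhibition above about 25%, with every replicate also reaching it, limit read from the data, passing the limit was not always enough; inconclusive means only one of those two criteria met; inactive means neither criterion met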
Target sequence (Q15084 whole entry, looked up): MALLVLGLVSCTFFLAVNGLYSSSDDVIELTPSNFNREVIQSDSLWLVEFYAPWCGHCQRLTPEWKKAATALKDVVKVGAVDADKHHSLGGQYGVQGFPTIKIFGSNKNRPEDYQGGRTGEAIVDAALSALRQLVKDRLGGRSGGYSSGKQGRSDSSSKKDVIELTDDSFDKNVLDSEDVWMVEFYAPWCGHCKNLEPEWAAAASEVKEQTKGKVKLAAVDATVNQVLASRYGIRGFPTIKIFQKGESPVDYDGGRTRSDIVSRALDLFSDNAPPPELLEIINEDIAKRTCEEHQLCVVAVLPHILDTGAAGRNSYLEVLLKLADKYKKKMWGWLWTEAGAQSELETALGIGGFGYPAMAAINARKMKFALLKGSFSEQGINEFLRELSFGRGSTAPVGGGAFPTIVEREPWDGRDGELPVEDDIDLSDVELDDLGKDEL
S100A4 MyoIIA: inhibitors of human S100A4 binding to myosin IIA peptide | S100A4/TAMRA-MyoIIA peptide fluorescence polarization | inhibition, % at 10.7 µM | 0.14% of 360,000 active | AID 652163;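 active means mean inhibition of at least 70% across replicates, with every replicate also reaching that level; inconclusive means mean inhibition reaches 70% but some replicates fall short; inactive means mean inhibition below 70%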
Target sequence (P26447 whole entry, looked up): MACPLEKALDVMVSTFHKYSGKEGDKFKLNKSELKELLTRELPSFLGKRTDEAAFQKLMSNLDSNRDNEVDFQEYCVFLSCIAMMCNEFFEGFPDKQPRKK
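Test system: S100A4 monomer protein; Medium: HEPES pH 7.2 with CaCl2, KCl, NaCl, DTT, Triton; Probe or stimulus: TAMRA-labelled myosin IIA heavy-chain peptide probe, 5 nM; Doses: one dose per compound; Times: polarization read 5 min after assay mix addition, stable 5–60 min; Benchmarks: neutral control DMSO, positive control TFP.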
PglD inh: blocks C. jejuni PglD acetyltransferase activity; inhibition, % at 12.5 µM; purified PglD enzyme, DTNB colorimetric CoA detection; AID 602405; 0.098% of 360,000 active; in the data active means inhibition above about 16%, passing the limit was not always enough; inconclusive means no clear call, values can overlap the other calls; further: strong numbers were not always called active
An asterisk follows results filed as active; ? = inconclusive; nt = no result given. This is a subset; count on the stated rates, not on these rows.

SMILES | SIRT5 inh | Statin myotox sup | DENV2 CPE rescue | E-sel inducer | ERp5 block | S100A4 MyoIIA | PglD inh
CC(NCC(O)c1ccc([N+](=O)[O-])cc1)C12CC3CC(CC(C3)C1)C2 (centres undefined) | 4 | 13 | 6 | nt | 1 | -4 | -2
Cc1c(C(=O)NCc2cccc([N+](=O)[O-])c2)sc(=O)n1Cc1cccc(F)c1 | nt | 7 | 2 | nt | -6 | -2 | -2
O=C(COCC(=O)N/N=C/c1ccccc1F)N/N=C/c1ccccc1F | 5 | nt | 5 | -1.4 | 1 | 0 | -7
COc1ccccc1/C=C1\SC(N2CCC(C)CC2)=NC1=O | 1 | -3 | 0 | nt | 2 | -1 | -3
C[C@H](CO)N1C[C@H](C)[C@@H](CN(C)S(=O)(=O)c2ccc(F)cc2)Oc2ccc(NC(=O)CCCCCC(=O)Nc3ccccc3N)cc2C1=O | nt | nt | 26* | -6.2 | 2 | 4 | nt
CC1=C(C(=O)N(C(C)C)C(C)C)CC(CC(=O)NC2CCCCC2)C(=O)N1Cc1ccc(F)cc1 (centres undefined) | -5 | -13 | -4 | ? | 3 | -4 | 0
CO[C@H]1CN(C)C(=O)c2cc(NC(=O)c3cnccn3)ccc2OC[C@H](C)N(C(C)=O)C[C@H]1C | nt | 3 | 13 | -0.1 | -2 | 11 | -2
COc1ccc(CNC(=O)c2c(C)oc3c2C(=O)c2ccccc2C3=O)cc1 | -1 | 35 | 5 | 0.2 | 10 | -4 | -3
C[C@@H]1CCCCO[C@@H](CN(C)CC2CCCCC2)[C@@H](C)CN([C@H](C)CO)C(=O)c2cc(NS(=O)(=O)c3ccccc3)ccc2O1 | 2 | ? | 7 | 0.0 | 2 | 2 | 3
CCC(=O)N1[C@H](CO)[C@@H]2c3ccccc3N(S(=O)(=O)c3ccc(F)cc3)C[C@@H]21 | -3 | 4 | -4 | -0.1 | 6 | -3 | 4
CC1CN(C(=O)COc2coc(CN3CCc4ccccc4C3)cc2=O)CC(C)O1 (centres undefined) | -1 | 2 | -2 | -0.1 | 1 | -1 | -5
Cc1[nH]n(-c2ccccc2)c(=O)c1C=NCCc1ccccc1 | 14 | nt | 5 | 1.1 | -11 | -9 | nt
N#Cc1ccc(C(C(=O)NC2CCCCC2)n2c(=O)c(-c3ccco3)nc3ccccc32)cc1 (centres undefined) | 4 | nt | -12 | -0.2 | -4 | -11 | nt
COc1ccc(/C=C/C(=O)OCC(=O)Nc2cccc(S(=O)(=O)NC3=NCCCCC3)c2)cc1 | -3 | 1 | -7 | -0.2 | 1 | -4 | 5
O=C1NC[C@H](CCCCN2C[C@H](Cc3ccc(O)cc3)N(CC3CCCCC3)C(=O)C2=O)N(CCc2ccc(O)cc2)C1=O | 0 | nt | 2 | 0.0 | -7 | 0 | nt
CCC(C(=O)NC1CCCCC1)n1c(SCc2ccccc2F)nc2ccncc21 (centres undefined) | 3 | 3 | 10 | nt | -3 | 0 | 0
C=CCN1C(=O)CSc2ccc(C(=O)NC(C)c3ccccc3)cc21 (centres undefined) | -2 | 7 | 10 | nt | -2 | -4 | -3
CN1CCc2c(sc(NC(=O)c3ccc(C(=O)c4ccccc4)cc3)c2C(N)=O)C1 | 0 | -20 | -1 | 1.1 | -9 | 6 | -3
CCOc1ccnc2c1c(=O)n(Cc1cc(OC)cc(OC)c1)c(=O)n2C | -5 | 7 | ? | nt | -1 | 1 | -3
CC(C)C#Cc1cnc2c(c1)C(=O)N([C@H](C)CO)C[C@H](C)[C@H](CN(C)C(=O)Nc1ccccc1F)O2 | -3 | -4 | ? | -0.3 | 5 | -7 | 0
C[C@H]1CN([C@@H](C)CO)C(=O)CCCn2cc(nn2)CO[C@H]1CN(C)S(=O)(=O)c1ccc(Oc2ccccc2)cc1 | -6 | 40 | -3 | -0.1 | 2 | 6 | 2
CCOC(=O)C1=C(c2ccccc2)NC(SCC(=O)NC2CCCCC2)=C(C#N)C1c1ccco1 (centres undefined) | -2 | 1 | 15 | nt | -5 | -3 | -3
CC(C)CN(C(=O)c1ccc(S(=O)(=O)N2CCCCC2)cc1)C1CCS(=O)(=O)C1 (centres undefined) | -6 | nt | 11 | nt | -3 | -6 | 0
COC(c1ccccc1)c1nnc(CCC(=O)N2CCN(C3CCCC3)CC2)o1 (centres undefined) | 1 | nt | 4 | -1.4 | 5 | -1 | 6
COc1cc(-n2c(N)c(C(=O)NCc3ccco3)c3nc4ccccc4nc32)cc(OC)c1OC | -4 | nt | nt | nt | 0 | -4 | nt

Structures above with an aryl methoxy group, in the order listed:
SMILES | SIRT5 inh | Statin myotox sup | DENV2 CPE rescue | E-sel inducer | ERp5 block | S100A4 MyoIIA | PglD inh
COc1ccccc1/C=C1\SC(N2CCC(C)CC2)=NC1=O | 1 | -3 | 0 | nt | 2 | -1 | -3
COc1ccc(CNC(=O)c2c(C)oc3c2C(=O)c2ccccc2C3=O)cc1 | -1 | 35 | 5 | 0.2 | 10 | -4 | -3
COc1ccc(/C=C/C(=O)OCC(=O)Nc2cccc(S(=O)(=O)NC3=NCCCCC3)c2)cc1 | -3 | 1 | -7 | -0.2 | 1 | -4 | 5
CCOc1ccnc2c1c(=O)n(Cc1cc(OC)cc(OC)c1)c(=O)n2C | -5 | 7 | ? | nt | -1 | 1 | -3
COc1cc(-n2c(N)c(C(=O)NCc3ccco3)c3nc4ccccc4nc32)cc(OC)c1OC | -4 | nt | nt | nt | 0 | -4 | nt

Next section:
SMILES | SIRT5 inh | Statin myotox sup | DENV2 CPE rescue | E-sel inducer | ERp5 block | S100A4 MyoIIA | PglD inh
COc1cc(CNc2ccc(S(N)(=O)=O)cc2)ccc1OCC(=O)NC1CCCCC1 | -5 | -3 | 1 | nt | 3 | -2 | -3
COCC(=O)N1CC(=O)N2[C@@H](CO)[C@H](c3ccc(C#CC4CC4)cc3)[C@@H]2C1 | -3 | nt | 18 | 0.1 | 1 | 5 | nt
Cc1ccc(S(=O)(=O)Nc2ccc(S(=O)(=O)Nc3nccs3)cc2)cc1C | nt | ? | -11 | -0.1 | -6 | -2 | 5
COc1ccc(Cl)cc1C(=O)Nc1cccc2ncccc12 | -2 | -8 | 9 | -0.1 | 1 | -2 | -4
CCOc1cc(N2CCOCC2)c(OCC)cc1NC(=O)COc1ccccc1[N+](=O)[O-] | 0 | -30 | 1 | 2.6 | 1 | -6 | 0
Cc1ccc2nc(CN(C)C(=O)[C@H](CCc3ccccc3)NC(=O)[C@H]3O[C@@H](n4cnc5c(N)ncnc54)[C@H](O)[C@@H]3O)[nH]c2c1 | 0 | nt | 4 | 0.1 | -2 | -1 | nt
CCn1c2ccccc2c2cc(NC(=O)c3cccc([N+](=O)[O-])c3C)ccc21 | 0 | nt | -9 | 2.8 | 13 | 18 | nt
OC(COc1ccc(Cl)cc1)CSc1ccccn1 (centres undefined) | -2 | -4 | -2 | nt | 5 | 0 | -1
COc1cccc(CNC(=O)CCn2ccc3cc(S(=O)(=O)N4CCC(C)CC4)ccc32)c1 | -2 | 8 | -2 | 1.2 | 4 | -3 | -6
O=C(O)CCCN1C(=O)/C(=C\c2ccc(-c3nc4ccccc4s3)o2)SC1=S | 12 | nt | 1 | -0.6 | 1 | 25 | 1
O=S(=O)(c1ccccc1)N1CCN(S(=O)(=O)c2ccccc2)c2ccccc21 | nt | 5 | -6 | -0.1 | -7 | 0 | 8
COc1ccc(NC(=O)N(C)C[C@@H]2OCCCC[C@@H](C)Oc3ccc(NC(=O)Nc4ccc(F)cc4)cc3C(=O)N([C@H](C)CO)C[C@@H]2C)cc1 | 18* | nt | -7 | -0.1 | -7 | -2 | 3
CC1(C(=O)Nc2cccc(Oc3ccccc3)c2)Cc2c(-c3ccc4c(c3)OCO4)ccnc2O1 (centres undefined) | -4 | 2 | -4 | -0.3 | 4 | -8 | 7
COCc1ccc(C(=O)N2CCCC(N(C)CCc3ccccc3)C2)s1 (centres undefined) | nt | 20 | -1 | -0.1 | 2 | 2 | 4
O=C(Nc1ccnn1C1CCN(Cc2ccccc2)CC1)C1CCCC1 | -5 | -4 | -2 | -0.1 | 5 | ? | 3
C[C@@H]1CN([C@H](C)CO)C(=O)c2cc(-c3ccccc3)cnc2O[C@@H]1CN(C)C(=O)C1CCCCC1 | -9 | 14 | 12 | 0.3 | -2 | -6 | 0
CCCCNC(=S)NCc1ccc2c(c1)cc(C)n2C | 1 | -38 | 2 | 0.1 | -3 | 4 | -6
COc1ccc(S(=O)(=O)N(C)C[C@H]2OCCCC[C@H](C)Oc3ccc(NC(=O)C4CCCCC4)cc3C(=O)N([C@@H](C)CO)C[C@H]2C)cc1 | 6 | nt | 0 | -0.1 | -4 | 1 | 1
CCn1cc(C(=O)N[C@H](C(=O)NCCCOC)C(C)C)c(=O)c2cc3c(cc21)OCO3 | -2 | 12 | -1 | 0.6 | 0 | 2 | 0
Cc1noc(C)c1NC(=O)Nc1ccc2c(c1)C(=O)N([C@H](C)CO)C[C@@H](C)[C@H](CN(C)S(=O)(=O)c1cccs1)OCCCC[C@@H](C)O2 | -1 | 25 | 2 | 0.0 | 2 | 8 | 1
CCC(=O)N1CC(=O)N2[C@H](CO)[C@@H](c3ccc(C#CCc4ccccc4)cc3)[C@@H]2C1 | 5 | nt | 9 | -0.3 | 0 | 16 | nt
CC=Cc1ccc2n(c1=O)C[C@@H]1[C@@H](CO)[C@H](C(=O)Nc3ccccc3)[C@H]2N1C(=O)CC (mixture of isomers) | -14 | -17 | -5 | -1.3 | -4 | 9 | -2
C[C@@H]1CN([C@H](C)CO)C(=O)Cc2cc(NC(=O)C3CC3)ccc2O[C@@H]1CN(C)C | -4 | -13 | ? | 0.0 | -4 | 4 | 1
CCOC(=O)C1CCCN(C(=S)Nc2ccc(Nc3ccccc3)cc2)C1 (centres undefined) | -4 | 4 | 1 | -2.4 | 8 | -10 | -3
Cc1ccc(S(=O)(=O)NCC[C@H]2CC[C@H](NC(=O)c3ccccn3)[C@@H](CO)O2)cc1 | 3 | -12 | -3 | -0.1 | 3 | -5 | 1
SMILES | SIRT5 inh | Statin myotox sup | DENV2 CPE rescue | E-sel inducer | ERp5 block | S100A4 MyoIIA | PglD inh
COc1cc(CCc2ccc3c(c2)OCO3)oc(=O)c1 | -2 | -2 | 2 | nt | 6 | -4 | 5
O=C(/C=C/c1ccc(-c2ccccc2)cc1)NCc1cccnc1 | -2 | 17 | 10 | 0.1 | 0 | -1 | 6
O=C(C[C@@H]1C[C@@H]2c3cc(NS(=O)(=O)c4ccc(F)cc4)ccc3O[C@@H]2[C@@H](CO)O1)NCc1ccc(-c2ccccc2)cc1 | -2 | -14 | -3 | nt | 11 | -4 | 0
CCc1nc2ccc(C(=O)N3CCN(CC)CC3)cc2nc1CC | -1 | 7 | -1 | nt | -3 | -25 | -1
Cc1c(Cl)cccc1NC(=O)Nc1cc(C(C)(C)C)on1 | 1 | -24 | 3 | 0.4 | 4 | -2 | 1
O=C(NCC[C@H]1CC[C@H](NC(=O)c2cnccn2)[C@H](CO)O1)Nc1ccc(F)cc1 | -4 | 5 | -1 | -0.1 | -2 | 1 | -3
O=S(=O)(Nc1cccc(-c2ccc3nncn3n2)c1)c1cccs1 | -7 | nt | 4 | nt | 2 | -9 | nt
Cc1noc(C)c1NC(=O)N(C)C[C@H]1Oc2ccc(NS(C)(=O)=O)cc2C(=O)N([C@H](C)CO)C[C@H]1C | -1 | 27 | 0 | nt | 1 | 8 | -2
Cn1c(NC(=O)/C=C\c2ccccc2)cc(=O)n(C)c1=O | 1 | 12 | -4 | 0.2 | 7 | 2 | nt
O=C1NC(=O)C(=Cc2ccco2)S1 | nt | 59 | 15 | -0.1 | 0 | 0 | 20
CC=Cc1ccc2n(c1=O)C[C@H]1[C@H](CO)[C@@H](C(=O)NC3CCC3)N(Cc3ccncc3)[C@@H]21 (mixture of isomers) | -2 | nt | 3 | -0.2 | -3 | -5 | nt
